JNK3 inh – JNK3 kinase activity inhibitors, primary screen, biochemical, human, purified enzyme; HTS; 60,000 tested, 0.61% active; Mitogen-activated protein kinase 10 (Homo sapiens), P53779; inhibition, % at 8 µM; in the data active = inhibition above about 17%;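 note: 0% = DMSO and 100% = reference inhibitor; many of its hits are not listed in these tables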
Target sequence (P53779 whole entry, looked up): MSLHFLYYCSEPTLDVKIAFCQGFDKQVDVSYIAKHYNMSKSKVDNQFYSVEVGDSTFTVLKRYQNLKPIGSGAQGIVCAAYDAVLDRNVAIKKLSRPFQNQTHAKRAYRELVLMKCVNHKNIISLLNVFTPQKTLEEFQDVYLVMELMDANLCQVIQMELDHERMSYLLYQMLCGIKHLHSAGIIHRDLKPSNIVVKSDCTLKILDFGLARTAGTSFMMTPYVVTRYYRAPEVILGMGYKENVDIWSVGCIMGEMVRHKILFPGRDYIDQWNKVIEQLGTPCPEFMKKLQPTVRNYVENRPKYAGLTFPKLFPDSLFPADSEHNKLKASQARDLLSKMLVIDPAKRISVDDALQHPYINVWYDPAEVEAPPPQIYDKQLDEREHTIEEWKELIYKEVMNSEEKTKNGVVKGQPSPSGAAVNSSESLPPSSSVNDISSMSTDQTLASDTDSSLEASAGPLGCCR
Fluor 339 460 – intrinsic fluorescence of library compounds, ex339/em460 – biochemical, MLSMR library, data from DPM-DC assay, artefact control, profiling panel; fluorescence fold increase at 10 µM; compound autofluorescence, ex339/em460 nm, NADH buffer; active compounds read high; 1 = no-compound wells, NADH background; 65,000 tested, 5.5% active;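 active = at 10 µM, mean starting fluorescence two-fold or more over control wells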;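 note: signal is the first read of a kinetic run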
NADH enzymes – inhibitors of PK/LDH coupling enzymes, profiling panel, artefact control, biochemical, MLSMR library; coupled PK/LDH NADH assays, four targets; IC50, µM (top dose mostly 10 µM), inactives show at the highest dose inhibition; 65,000 tested, 0.02% active; AID 774, 2007;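 active = single-dose screening hits from any of four coupled enzyme assays that gave an IC50 when retested across doses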;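 note: the DPM-DC format reads NADH fluorescence rather than 340 nm absorbance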
tolC growth inh – growth inhibitors of E. coli tolC mutant, primary screen, strain BW25113 ΔtolC::kan, 384-well; OD615; 65,000 tested, 2.2% active; AID 573, 2007; growth inhibition, % at 10 µM (by protocol);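 active = growth inhibition at or above a cutoff equal to the mean over every tested compound plus 3 SD, cut at about 60% in these data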;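 note: growth measured after 20 h incubation at 37 °C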
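test system = E. coli BW25113 ΔtolC::kan bacteria | medium = LB with kanamycin 50 µg/mL | signal = OD at 615 nm | schedule = 37 °C, 20 h exposure | evaluation = % inhibition of E. coli growth | compound dosing = one dose of 10 µM final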
A340 absorber – compound light absorbance at 340 nm, profiling panel, artefact control, biochemical, MLSMR library, data from PS, PMK, MK assays; 65,000 tested, under 10 active; compound absorbance at 340 nm, fold over control; AID 708, 2007; fold change at 10 µM;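 active = at 10 µM dose, initial 340 nm absorbance at least 2 fold that of control wells; inactive = change under 2 fold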;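 note: initial absorbance extrapolated from kinetic A340 decline of NADH oxidation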
HEK293 NFkB inh – inhibitors of PMA/ionomycin-induced NF-kB reporter, primary screen, antigen receptor NF-kB inhibitor project, cell-based, HEK-293 luciferase reporter, luminescence; inhibition, % at 3 µM; HEK-293 NF-kB luciferase reporter; 62,000 tested, 0.21% active;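 active = inhibition above the mean of all tested compounds plus 3 SD, cut at about 40% in these data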;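 note: 0% = stimulated DMSO wells and 100% = 10 µM reference inhibitor 5653914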
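Reagent: PMA plus ionomycin mix as NF-kB-activating stimulus. Assay system: NF-kB luciferase reporter HEK-293 cells. Technique: luminescence from luciferase substrate reagent. Incubation: 1 h compound pre-incubation, 16 h PMA/ionomycin at 37 °C. Benchmarks: DMSO only as uninhibited control, 10 µM reference inhibitor as full inhibition. Repeats: tested once.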
ROCK2 inh – inhibitors of human ROCK2 kinase, primary screen, biochemical, high-throughput, luminescence. purified ROCK2, Kinase-Glo ATP depletion luminescence. Rho-associated protein kinase 2 (Homo sapiens), O75116. AID 604, 2007. inhibition, % at 6 µM. 60,000 tested, 0.35% active;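 active = inhibition above the screen-wide mean inhibition plus 3 SD, cut at about 18% in these data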;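 note: plate controls were DMSO wells for no effect and Y-27632 control wells after no-enzyme background subtraction for full effect; many of its hits are not listed in these tables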
MMP13 inh – human MMP13 inhibitors, primary screen, biochemical, FRET peptide cleavage; Collagenase 3 (Homo sapiens), P45452; MMP-13 fTHP FRET cleavage, Mca fluorescence; inhibition, % at 4 µM; 65,000 tested, 0.07% active;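 active = inhibition above the mean of compound-free control plate wells plus 3 SD, cut at about 14% in these data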;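 note: 0% = DMSO wells and 100% = wells with reference MMP-13 inhibitor after basal subtraction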
PKA kinase inh – inhibitors of human PKA kinase activity, primary screen, biochemical, ATP-depletion luminescence, Kemptide substrate | cAMP-dependent protein kinase catalytic subunit alpha (Homo sapiens), P17612 | PKA Kemptide phosphorylation, Kinase-Glo ATP luminescence | inhibition, % at 6 µM | 65,000 tested, 0.1% active | AID 524, 2006;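 active = inhibition above the screen-wide mean inhibition plus 3 SD, cut at about 21% in these data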; note: many of its hits are not listed in these tables
Active calls of the source: *; nt = not tested or not shown. A portion of the library. The share of hits here may be higher or lower than overall.

SMILES	JNK3 inh	Fluor 339 460	NADH enzymes	tolC growth inh	A340 absorber	HEK293 NFkB inh	ROCK2 inh	MMP13 inh	PKA kinase inh
Cc1occc1-c1nnc(SCC(=O)c2ccc(F)cc2)n1Cc1ccco1	1	1.1	6%	20	0.99	13	4	2	10
COCc1cc(C2C(C(=O)c3ccco3)=C(O)C(=O)N2CCOCCO)ccc1O (stereo unspecified)	-1	1.1	1%	-4	1.1	19	-1	-1	-1
COc1ccc(CC(=O)Nc2oc(-c3ccccc3)c(-c3ccccc3)c2C#N)cc1OC	1	1.2	6%	8	1.1	19	-2	-4	0
O=C(COc1ccc(Cl)cc1Cl)Nc1ccc(Cl)cn1	6	1.1	6%	22	1	-44	4	-1	7
CCOc1ccccc1NC(=O)CN(c1nccs1)S(=O)(=O)c1ccc(N)cc1	-10	1.1	7%	-31	1	5	-1	0	-6
Cc1cc2nc(C)n(CCCN)c2cc1C	9	1.1	4%	-9	1	19	3	1	-2
CCOc1ccc(-c2cnc(SCC(N)=O)nc2N)cc1	-1	1.2	4%	13	1	5	8	2	5
Cc1cc(C)n2nc(SCC(=O)N(C(C)C)C(C)C)nc2n1	-3	1.1	6%	-16	1	8	8	-3	6
CC(=O)NC(Cc1ccccc1)C(=O)N1CCN(C(=O)c2ccco2)CC1 (stereo unspecified)	nt	1	7%	-20	1	8	nt	5	5
CCOC(=O)c1c(N)sn(-c2ccccc2C)c1=S	4	1.1	7%	11	1	3	0	8	8
CN(CC(=O)N1CCc2ccccc21)S(=O)(=O)c1cccc2cccnc12	3	1.1	5%	-1	1	11	2	6	5
COc1ccc(C2CC(=O)N3CN(c4ccccc4F)CSC3=C2C#N)cc1OC (stereo unspecified)	-1	1.1	5%	0	1.1	5	0	2	5
COC(=O)CN(c1ccc(OC)cc1)S(=O)(=O)c1ccc(OC)c(OC)c1	6	1.1	3%	23	0.98	9	2	1	4
CCn1cc(Br)c(-c2nc3ccccc3c(=O)n2N)n1	3	1.2	1%	-7	1.1	6	3	-2	1
CCOc1ccc(C2N(c3ccc(OC)cc3)C(=O)C3CCCN32)cc1OC (stereo unspecified)	-4	1.1	1%	-8	1.1	1	-1	7	4
CC(OC(=O)c1cccc(NS(C)(=O)=O)c1)C(=O)Nc1ccc(N2CCOCC2)cc1 (stereo unspecified)	5	1	3%	-1	0.98	9	4	6	10
COc1ccccc1N1CCN(C(=O)CN(Cc2ccccc2)S(C)(=O)=O)CC1	-4	1.1	3%	17	1	15	-2	-4	0
c1ccc(-c2cc3c(ccc4nonc43)nn2)cc1	-1	1.1	0%	13	1.1	8	4	-2	10
Cc1ccc(C)c2[nH]c(=O)c(CCNC(=O)CC(C)(C)C)cc12	-3	1.4	3%	1	1	6	-5	-3	-9
CCC(SCC(=O)OC)C(=O)Nc1nnc(C(C)C)s1 (stereo unspecified)	-8	1	2%	-11	1.1	10	-1	2	7
Cc1cc(C(=O)Nc2nc3c(s2)CCCC3)no1	3	1	6%	1	1.1	-27	3	-16	8
COc1ccc2c(c1)N1CCN=C1N2C	-2	1.1	2%	-10	1	6	7	-2	10
CCN(CC)CCOC(=O)c1cccc(Br)c1	-8	1.1	1%	2	1	19	-1	2	14
CCN(CC)c1nc(Nc2ccccc2)nc(Oc2ccc(=O)[nH]n2)n1	1	1.1	7%	21	1	16	7	5	13
CCCCCCOc1ccc(C(CC(=O)O)C(N)=O)cc1 (stereo unspecified)	-1	1.2	6%	-18	0.99	7	-5	26*	-11
O=C(CCn1nc(-c2ccccc2)ccc1=O)N1CCOCC1	-7	1.1	5%	-9	1	10	0	-1	5
CCOc1cc(NC(=O)c2ccco2)c(OCC)cc1NC(=O)CCC(=O)NCc1cccnc1	nt	0.97	4%	-5	1	12	nt	2	8
O=C1CC(c2ccc(S(=O)(=O)NCc3ccncc3)cc2)CN1 (stereo unspecified)	-2	1.1	1%	-16	1	-3	0	1	6
CCCCNC(=O)CN(C1CCCCC1)S(C)(=O)=O	2	1.1	3%	1	0.99	6	3	2	12
COc1ccc(C2(C(=O)O)CCCC2)cc1	5	1.1	7%	nt	1	-4	6	2	4
O=C1OCCC1Sc1ncnc2sccc12 (stereo unspecified)	8	0.99	3%	-9	0.99	12	0	2	-4
O=C(NCc1ccccc1)C1CCN(S(=O)(=O)c2cccc3cccnc23)CC1	3	1	3%	-6	0.98	12	0	5	-5
O=C(O)C1C2C=CC(C2)C1C(=O)N1CCc2ccccc21 (stereo unspecified)	-10	1.1	4%	-13	1	16	2	3	5
O=C(OCCN1C(=O)c2ccccc2C1=O)C1CCN(S(=O)(=O)c2cccs2)CC1	nt	1.1	4%	11	1	8	nt	-1	0
COc1ccc(-c2nnc(SCc3nnc(-c4ccccc4)o3)n2C)cc1OC	8	1.1	2%	1	0.99	6	9	-2	9
CSCCC(NC(=O)c1ccccc1)C(=O)NCc1ccco1 (stereo unspecified)	6	1.1	1%	-8	1.1	8	1	3	-2
O=C(CSc1nc(-c2ccc(F)cc2)cs1)NC(=O)NCc1ccco1	-1	1.1	6%	-5	0.99	11	-4	6	2
COc1ccc(CNC(=O)c2cc3c(=O)n4ccccc4nc3n(CC3CCCO3)c2=N)cc1 (stereo unspecified)	1	1.9	0%	5	1.1	10	5	-14	9
CCN(C(=O)CSc1nnnn1-c1cc(C)ccc1OC)C1CCS(=O)(=O)C1 (stereo unspecified)	nt	1.1	12%	-3	0.99	6	nt	0	-3
COc1ccc(C2C(C(=O)N3CCCC3)c3cc(OC)c(OC)cc3C(=O)N2C)cc1 (stereo unspecified)	nt	1	2%	-1	0.99	16	nt	2	-3
CCCCOc1ccc(/C(O)=C2/C(=O)C(=O)N(CCCOC)C2c2ccncc2)cc1 (stereo unspecified)	-8	1	2%	2	1.1	5	-8	3	-4
O=C(CSc1nc2ccccc2o1)NCC(=O)c1ccccc1	-5	1.1	8%	16	1	8	-1	7	6
CCCSc1nc2c(c(=O)n1CC)SC(C)C2 (stereo unspecified)	-13	1.1	4%	18	1.2	17	0	0	-2
c1ccc(CN2CCC3(CC2)Nc2ccccc2CO3)cc1	1	1.1	5%	-1	1.1	3	3	-5	-3
CCN(CC)c1cc(Oc2ccccc2)ncn1	nt	1.1	3%	4	1.1	13	nt	-2	5
O=S(=O)(c1ccc(C2CCCCC2)cc1)N1CCN(c2ncccn2)CC1	-3	1.1	5%	14	1.1	15	-3	-3	0
CN1CCc2c(sc3c2C(=O)NC(/C=C/c2ccco2)N3)C1 (stereo unspecified)	-7	1.1	6%	-18	1.1	2	6	-10	1
CCN1CCN(Cc2nc3c(c(=O)n(C)c(=O)n3C)n2CCCc2ccccc2)CC1	nt	1.1	4%	23	1.1	-1	nt	7	-7
CCn1c(SCC(=O)Nc2ccccc2N2CCOCC2)nnc1-c1ccccc1	4	1.1	4%	8	1	13	4	-2	4
CC(=O)c1cccc(NC(=O)N2CCCC2C(=O)Nc2c(C)cccc2C)c1 (stereo unspecified)	nt	1.1	1%	6	1.1	0	nt	6	12
New compounds follow.
SMILES	JNK3 inh	Fluor 339 460	NADH enzymes	tolC growth inh	A340 absorber	HEK293 NFkB inh	ROCK2 inh	MMP13 inh	PKA kinase inh
CN(CC(=O)Nc1sccc1C#N)C1CCCCC1	-1	0.98	3%	-4	0.99	1	5	4	11
Cc1cc2nncn2c(Cc2ccccc2)n1	-3	1.1	5%	10	1	nt	7	0	8
COc1ccc(CCNC(=O)c2cc(-c3cc(C)c(C)cc3O)n[nH]2)cc1OC	2	1	2%	-12	0.99	-15	-3	2	-5
O=C(COC(=O)c1ccc2c(c1)OCO2)NCc1ccc(Cl)cc1	1	1	5%	5	0.99	12	4	-2	7
Nn1c(SCC(=O)Nc2ccc(F)cc2)nnc1C1CCCCC1	4	1.1	4%	-7	1	-4	2	0	-4
O=C(CN1CCN(CCC(=O)Nc2ccccc2F)CC1)Nc1ccc(F)cc1	-4	1.2	2%	-7	1	8	3	4	0
CCCc1nc(SCc2ccccn2)c2c(=O)n(C)c(=O)n(C)c2n1	3	1.1	3%	22	0.99	0	2	-6	10
Cc1noc(C)c1COC(=O)CCCOc1ccc(Cl)cc1Cl	6	1.1	3%	36	1	-1	4	1	8
COC(=O)Nc1nn(Cc2ccccc2F)cc1Br	7	1.1	1%	-4	1.1	8	-2	4	5
O=C1CC(c2ccc(Cl)c(Cl)c2)CC(O)=C1C=NCCN1CCNCC1 (stereo unspecified)	3	1.1	0%	7	1.1	10	0	7	6
CSc1ccc(CNc2ccccn2)cc1	1	1.1	6%	2	0.98	7	0	-2	-1
O=C(NCC(=O)N(c1ccc2c(c1)OCO2)C(C(=O)NC1CCCC1)c1cccs1)c1ccco1 (stereo unspecified)	-1	1.1	4%	-2	0.94	4	7	-2	-2
O=C(Nc1ccc2c(c1)nc1n2CCOC1)c1ccccc1	-5	1.1	3%	-6	1	-1	-4	-5	-3
Cc1ccc(Nc2nc(Oc3ccc(=O)[nH]n3)nc(N(C)C)n2)cc1	-9	1	3%	8	0.98	-14	0	2	3
Cn1c(=O)n(C)c2cc(C(=O)O)ccc21	nt	1	10%	-13	0.99	20	nt	6	2
CC(=O)c1cccc(NC(=O)c2cc(-n3cnnc3)ccc2Cl)c1	7	1.1	2%	-5	1	4	4	2	6
O=C(CN1C(=O)c2ccccc2C1=O)NCc1ccncc1	-1	1.1	0%	6	1.1	nt	9	-1	5
COc1ccc(NCc2ccc(OC)c(OC)c2)cc1	-9	1.1	2%	-4	1.1	11	-3	4	-6
CCCCN(CC)CCCNC(=O)CC1Oc2ccccc2NC1=O (stereo unspecified)	-6	1.1	11%	-8	0.97	8	4	6	8
Cc1ccc(-c2nnc3c4ccccc4c(C)nn23)cc1S(=O)(=O)N1CCN(CCO)CC1	-7	1.4	5%	12	1	14	-2	-10	-1
COc1cc(OC)cc(-n2nnnc2SCC(=O)N2CCCC2)c1	4	1.1	1%	-14	0.99	1	0	4	4
Cc1ccc(-c2nn(C)c(=O)c3ccccc23)cc1S(=O)(=O)NCCO	4	1.1	5%	1	1.1	24	-3	2	-6
Cn1c(CN2CCOCC2)c(C#N)c2ccccc21	7	1.1	8%	-11	0.97	-8	3	-12	6
CCCn1c(NCc2ccc(N(C)C)cc2)nc2ccccc21	-2	1.1	4%	21	1.1	8	3	-3	5

Gathered by group: those above with bromine.
SMILES	JNK3 inh	Fluor 339 460	NADH enzymes	tolC growth inh	A340 absorber	HEK293 NFkB inh	ROCK2 inh	MMP13 inh	PKA kinase inh
CCn1cc(Br)c(-c2nc3ccccc3c(=O)n2N)n1	3	1.2	1%	-7	1.1	6	3	-2	1
CCN(CC)CCOC(=O)c1cccc(Br)c1	-8	1.1	1%	2	1	19	-1	2	14
COC(=O)Nc1nn(Cc2ccccc2F)cc1Br	7	1.1	1%	-4	1.1	8	-2	4	5

Source: PubChem
